Pol eta inh = inhibitors of human DNA polymerase eta; Q9Y253; recombinant Pol eta, fluorescent DNA replication assay; Potency, µM (titrated, usually from 114 µM), for the others: top-dose activity change, negative = inhibition, usual class: inhibitors; actives 1.2% (n = 390,000); AID 588591; note: potency is the fitted concentration of half-maximal effect; % is set by controls: 0 for no effect and ±100 for the full control effect
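Fluorescent replication assay: 50 nM final substrate added after a 15 min room-temperature compound preincubation with 10 nM enzyme. Signal taken at 0 min and again at 10 min.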
POLB inh = DNA polymerase beta (human) inhibition; Potency, µM (highest dose often 114 µM), for the others: top-dose activity change, negative = inhibition, actives largely listed as inhibitors; actives 1.3% (n = 340,000); Pol beta primer extension/strand displacement, fluorescence kinetic; note: potency is the fitted concentration of half-maximal effect; % is set by controls: 0 for no effect and ±100 for the full control effect
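Human Pol beta at 10 nM; strand-displacement substrate 50 nM final. Compound exposure 15 min at room temperature before start, reaction 10 min at room temperature.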
POLK inh = blocks human DNA polymerase kappa activity | purified Pol kappa, fluorescent DNA synthesis assay, 10 min | Potency, µM (doses to about 107 µM), without a hit: at the top dose activity, negative = inhibition, actives largely listed as inhibitors | actives 0.53% (n = 400,000); note: potency is the fitted concentration of half-maximal effect; % is set by controls: 0 for no effect and ±100 for the full control effect
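Kinetic fluorescence screen: compound preincubated 15 min RT with 10 nM enzyme; 50 nM substrate (final) initiates; reads at 0/10 min.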
Anesthetic bind = candidate novel general anesthetic via apoferritin binding; actives 0.074% (n = 350,000); apoferritin/1-aminoanthracene competitive binding, fluorescence; Potency, µM (series often up to 77.5 µM), without a hit: at the highest dose activity change, negative = displacement, usual class: inhibitors; note: potency is the fitted concentration of half-maximal effect; % is set by controls: 0 for no effect and ±100 for the full control effect; nearly all actives have a fitted effect of over 20% in size
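Horse-spleen apoferritin (10 uM) was mixed with 50% saturated 1-aminoanthracene in PBS, exposed to compounds for 10 min at room temperature, and read for fluorescence (ex 380 nm, em 535 nm). Competitive displacement was fitted with a four-parameter Hill equation.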
BLM inh = Bloom syndrome helicase (human) inhibition; P54132; actives 0.2% (n = 350,000); Potency, µM (highest dose often 56.1 µM), for inactives: at the highest dose activity change, negative = inhibition, usual class: inhibitors; recombinant BLM DNA unwinding, fluorescence dequenching; AID 2528;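 note: potency is the fitted concentration of half-maximal effect; plate controls were vehicle for no effect and no enzyme for full effect; nearly all actives have a fitted effect of over 35% in size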
APE1 inh = APE1 (human) endonuclease inhibition; recombinant APE1, TAMRA/BHQ-2 abasic DNA cleavage fluorescence; Potency, µM (highest dose often 65.8 µM), for inactives: top-dose activity change, negative = inhibition, usual class: inhibitors; actives 0.35% (n = 350,000); AID 2517;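 note: potency is the fitted concentration of half-maximal effect; plate controls were vehicle for no effect and reference inhibitor for full effect; nearly all actives have a fitted effect of over 55% in size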
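Compound pre-exposure to 0.75 nM APE1, 15 min at ambient temperature. Reaction initiated with 50 nM TAMRA/BHQ-2 THF substrate, read immediately in kinetic mode, 525 nm excitation, 598 nm emission.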
POLI inh = inhibitors of human DNA polymerase iota; Q9UNA4; Pol iota fluorescent replication assay, 10 min; Potency, µM (highest dose often 115 µM), for inactives: top-dose activity, negative = inhibition, actives largely listed as inhibitors; actives 1% (n = 390,000); note: potency is the fitted concentration of half-maximal effect
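Fluorescent replication assay read twice, at 0 min and 10 min after adding 50 nM (final) substrate. Enzyme (10 nM) and compounds were first incubated 15 min at room temperature; enzyme-free buffer wells were negative controls.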
Glioma ERSR ind = inducers of ER stress response in human glioma cells; U87-MG GRP78 promoter luciferase reporter, 16 h; Potency, µM, without a hit: top-dose activation, most hits filed as activators; actives 0.02% (n = 420,000); AID 602332; note: potency is the fitted concentration of half-maximal effect; series mostly up to about 76 µM; % of control where 0% means no effect; nearly all actives have a fitted effect of over 35% in size
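Stably transfected U87-MG glioma cells carrying a GRP78-based luciferase sensor; 16 h compound incubation. Luminescence end-point read 10 min after Bright-Glo addition at room temperature.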
LDHA inh = inhibitors of human lactate dehydrogenase A. activity change, % (values are at about 110 or 230 µM). actives 0.15% (n = 480,000). P00338. purified LDHA, NADH/diaphorase-resazurin fluorescence; hits give low values; in the data active = activity change below about -30%; inconclusive = mostly about -25% to -30%;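 note: plate controls were DMSO wells for no effect and wells without enzyme for full effect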
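Human LDH5 (2 nM) was incubated with 0.06 mM NADH and 0.2 mM pyruvate for 5 min at room temperature in Tris pH 7.4. Remaining NADH was coupled through diaphorase/resazurin, and resorufin fluorescence was read at 0 and 20 min.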
* marks the source's active call; other numbers are inactive results; u = inconclusive; x = not tested or not shown; [ ] = dose if it differs, or a comment. Unless noted, calls come from the whole dose curve; as a rule, active = well fitted curve in the direction sought with a large enough effect; inconclusive = small, poorly fitted or top-dose-only effect, or another doubt; inactive = no such curve, though single readings can be large; an effect the other way counts as inactive or inconclusive.

SMILES	Pol eta inh	POLB inh	POLK inh	Anesthetic bind	BLM inh	APE1 inh	POLI inh	Glioma ERSR ind	LDHA inh
NC(=O)c1nsc(C(=O)N(c2cccc(O)c2)C(C(=O)NC2CCCC2)c2ccc(Cl)cc2)c1N (stereo not given)	-7.1%	6.9%	-4.7%	-16.0%	-4.3%	31.3%	54.8%[activator]	-7.7%	-6.1
O=C(NCC(=O)N1CCOCC1)c1ccc(Br)o1	-15.3%	x	-12.2%	x	x	-5.6%	-12.7%	-5.3%	-4.3
CCN1CCN(S(=O)(=O)c2ccc(Cl)c(C(=O)N(C)Cc3ccco3)c2)CC1	-21.5%	x	-4.9%	x	x	12.9%	36.2%[activator]	-2.9%	-2.7
O=C(NCCCN1CCOCC1)c1ccc(Cl)c([N+](=O)[O-])c1	-1.4%	x	3.3%	x	x	x	3.3%	-2.7%	-2.6
COc1ccccc1-c1cncnc1NCc1cccc(C)c1	x	x	-2.9%[60.1 µM]	-4.2%	-1.8%	2.8%	x	-3.7%	x
Nc1ccc(N2CCN(CCCCN3C(=O)C4CCCN4C3=O)CC2)cc1 (stereo not given)	-11.2%	27.6%	-14.7%	-1.4%	-9.2%	-3.7%	32.5%[activator]	0.1%	18.9
COc1ccc(CNCC(O)(c2ccccc2)c2ccc(F)cc2)cc1 (stereo not given)	-8.9%	1.8%	-15.2%	-11.6%	-2.4%	7.0%	-12.2%	-1.3%	-4.7
CCCCCN(C(=O)CCC(=O)OCC(=O)c1ccc(F)c(F)c1)c1c(N)n(CCCC)c(=O)[nH]c1=O	-7.7%	x	2.2%	x	x	22.2%	23.8%	-4.7%	-3.5
COc1ccc(-c2noc(CSc3nnc(C)n3-c3ccc(C)cc3)n2)cc1	-24.4%	6.4%	-4.5%	-17.0%	-3.0%	x	17.0%	-1.5%	-1.9
CCOc1ccc(NC(=O)CN(C)C(=O)c2cc(S(=O)(=O)N(C)C)ccc2N2CCCC2)cc1OCC	-3.8%	x	-3.3%	x	x	4.5%	u	0.1%	2.7

Filtered by structure, the compounds so far with a furan ring, fused or not
SMILES	Pol eta inh	POLB inh	POLK inh	Anesthetic bind	BLM inh	APE1 inh	POLI inh	Glioma ERSR ind	LDHA inh
O=C(NCC(=O)N1CCOCC1)c1ccc(Br)o1	-15.3%	x	-12.2%	x	x	-5.6%	-12.7%	-5.3%	-4.3
CCN1CCN(S(=O)(=O)c2ccc(Cl)c(C(=O)N(C)Cc3ccco3)c2)CC1	-21.5%	x	-4.9%	x	x	12.9%	36.2%[activator]	-2.9%	-2.7

Some entries already given, showing only LDHA inh:
Compound,LDHA inh
CCCCCN(C(=O)CCC(=O)OCC(=O)c1ccc(F)c(F)c1)c1c(N)n(CCCC)c(=O)[nH]c1=O,-3.5
O=C(NCCCN1CCOCC1)c1ccc(Cl)c([N+](=O)[O-])c1,-2.6
NC(=O)c1nsc(C(=O)N(c2cccc(O)c2)C(C(=O)NC2CCCC2)c2ccc(Cl)cc2)c1N (stereo not given),-6.1

More results:
SMILES	Pol eta inh	POLB inh	POLK inh	Anesthetic bind	BLM inh	APE1 inh	POLI inh	Glioma ERSR ind	LDHA inh
Cc1nn(CC(=O)Nc2cccc(C(F)(F)F)c2)c(=O)c2cccn12	-19.7%	-25.0%	0.0%	u	-0.3%	43.2%	25.1%	-1.7%	-1.3
Cc1cccc(CSc2nnc(C)c(=O)n2N)c1	-3.3%	2.9%	-8.6%	2.6%	4.8%	0.3%	10.5%	-1.3%	-4.8
Cc1ccc(NC(=S)NC(NC(=O)c2ccccc2)C(Cl)(Cl)Cl)c(C)c1 (stereo not given)	u	-10.3%	-7.1%	-7.4%	-4.9%	3.2%	13.3%	-4.3%	-3.2
N/C(=N\OC(=O)c1ccc(Cl)cc1)c1ccn[nH]1	0.4%	2.0%	-0.8%	u	-0.8%	-11.7%	13.3%	-7.8%	-11.2
CCOC(=O)c1sc(Nc2nc(C)cc(C)n2)nc1C	-0.9%	-12.3%	-14.9%	-3.0%	-1.7%	-0.2%	23.5%	-2.7%	-5.8
O=C(O)C1CCCCC1C(=O)Nc1ccc2c(c1)OCO2 (stereo not given)	-20.6%	41.6%	-9.4%	-11.7%	0.1%	1.2%	34.2%[activator]	-1.1%	7.9
CCN(C(=O)c1noc2c1COc1ccc(C)cc1-2)c1cccc(C)c1	-5.1%	36.3%	-1.3%	-5.6%	0.0%	x	1.7%	-0.7%	-2.5
CC(C)CN(C(=O)c1cccc(Cl)c1)c1c(N)n(Cc2ccccc2)c(=O)[nH]c1=O	2.7%	x	4.0%	x	x	15.7%	-14.0%	-2.6%	-13.4
COc1cccc(NC(=O)CN(C)C(=O)c2cc3c(s2)CCCCC3)c1	-11.2%	x	-1.5%	x	x	-9.3%	20.0%	0.9%	0.0
O=C(Cn1c(=O)oc2cc(S(=O)(=O)N3CCCCCC3)ccc21)NC1CCCCCCC1	-8.1%	0.5%	-17.1%	-3.2%	-7.9%	12.0%	u	-3.3%	-4.5
CC(=O)c1ccc(N2CCN(CC(O)c3ccccc3)CC2)cc1 (stereo not given)	-4.3%	9.0%	-3.5%	-4.1%	3.1%	28.0%	3.0%	-2.1%	-7.0
COc1ccc(NC(=O)CCS(=O)(=O)c2ccccc2Cl)cc1S(=O)(=O)Nc1ccc(Cl)cc1	-12.7%	1.4%	6.7%	6.0%	-4.2%	-6.6%	34.8%	-2.9%	-2.7
O=C(N/N=C/c1ccc(Br)o1)c1cccnc1	-20.4%	60.9%	-6.2%	2.5%	3.0%	3.6%	0.1%	-5.0%	-5.9
C/C(=N\NC(=O)CNc1cccc(Cl)c1C)C1CC1	-11.1%	-0.3%	1.4%	u	-2.8%	-1.6%	33.3%[activator]	-0.2%	-1.0
CC1CCC(NC(=O)Cn2c(=O)oc3ccccc32)CC1 (stereo not given)	8.2%	2.1%	-4.4%	-6.0%	-10.8%	14.1%	-13.7%	5.8%	-0.9
CS(=O)(=O)c1ccc2nc(NC(=O)c3ccc(N4CCCC4=O)cc3)sc2c1	-6.2%	27.3%	-13.5%	3.2%	-8.5%	-3.0%	-3.4%	-2.4%	-4.6
O=C1CSC(c2ccccn2)N1Cc1cn2ccccc2n1 (stereo not given)	-15.3%	5.4%	-6.7%	-8.8%	0.5%	0.3%	2.8%	-0.1%	-2.2
COc1ccc(N2CCN(CCCNC(=O)C3COc4ccc(OC)cc4C3)CC2)cc1 (stereo not given)	-7.7%	38.0%[activator]	-5.7%[60.1 µM]	-3.6%	-1.7%	x	13.4%	-2.7%	-2.9
OCCC1CN(Cc2cccc3c2OCO3)CCN1Cc1ccccc1 (stereo not given)	-10.0%	17.4%	-7.6%	-5.2%	-2.4%	7.8%	42.1%[activator]	-0.9%	-0.9
CN(C)CCCN(C(=O)c1cc(-c2cccs2)nc2ccccc12)c1nc2ccc(F)cc2s1	-20.3%	-0.9%	8.6%	-19.0%	-11.5%	-3.6%	-18.9%	-17.4%	0.4
CCOc1ccc(NC(=O)CN(Cc2ccccc2)S(C)(=O)=O)cc1	-3.6%	11.2%	-11.2%	0.3%	2.3%	-3.8%	19.9%	3.3%	1.0
COc1ccccc1NC(=O)c1cc(S(=O)(=O)NCCC2=CCCCC2)ccc1F	-21.1%	0.0%	-12.1%[60.1 µM]	-2.4%	-8.1%	x	14.6%	-3.2%	4.0
O=C(NCCc1ccccc1)C1CCN(S(=O)(=O)N2CCC3(CC2)OCCO3)CC1	-12.3%	-9.5%	-0.3%	2.8%	1.4%	4.9%	1.1%	-3.5%	-3.3
COc1cccc(-n2c(=O)c3c(C)c(C)sc3n(CC(=O)NCc3ccc(C)cc3)c2=O)c1	x	1.0%	3.1%	-0.5%	-3.9%	x	21.1%	x	-2.3
Cc1ccc(CNC(=S)N2CCOCC2)cc1	-4.4%	3.3%	2.6%	-5.0%	3.2%	-2.5%	-4.0%	-1.2%	-1.2
CCN(CC)C(=O)CSc1nnc([C@@H](N)Cc2ccccc2)o1	-0.2%	0.8%	-2.8%	-17.0%	1.2%	-0.7%	11.2%	-4.0%	-2.2
O=C(Nc1ccc(F)c(F)c1)c1cc(S(=O)(=O)N2CCN(c3ccccn3)CC2)ccc1F	-8.3%	1.6%	u	u	-5.5%	-4.2%	-25.2%	-2.2%	-11.3
COc1ccccc1Sc1nc(-c2ccccn2)ncc1OC	-17.6%	6.5%	13.9%	-13.5%	-6.9%	0.7%	5.5%	0.0%	1.6
CC1=Nc2ccccc2N=C(NC(=O)c2ccccc2)C1c1ccc(Cl)cc1 (stereo not given)	-9.6%	-25.2%	1.3%	-17.9%	-11.2%	-1.8%	-1.8%	-0.7%	-7.3
COCC(=O)Nc1ccccc1C#N	-13.2%	4.3%	1.9%	-0.1%	-1.2%	1.9%	-7.4%	-2.5%	-2.1
COc1ccc2cc(-c3[nH]ncc3CNCCn3nc(C)cc3C)ccc2c1	-18.2%	13.8%	-0.9%	-14.9%	-3.6%	5.5%	18.8%	0.6%	-2.0
CCCCCCCCCCCC(=O)c1c(O)cccc1O	-17.1%	-29.5%	5.2%	u	-20.0%	-1.6%	10.0%	-0.9%	0.9
O=C(COC(=O)CCNS(=O)(=O)c1cccs1)Nc1cc(C(F)(F)F)ccc1Cl	-21.1%	x	-8.4%	x	x	-11.3%	9.5%	-0.9%	-0.1
CN1CCN(C2Cc3ccccc3Sc3cc(C(F)(F)F)ccc32)CC1 (stereo not given)	-25.1%	x	0.3%	x	x	x	4.5%	-8.5%	1.6
NNC(=O)CN1CCN(c2ncc(C(F)(F)F)cc2Cl)CC1	-8.0%	34.3%	-5.3%	u	-4.9%	-4.9%	111.8%[activator]	2.3%	-0.5
COc1ccc(CNC(=O)Cc2ccc(NC(=O)N3CCCCc4ccccc43)cc2)cc1	-10.3%	-15.0%	-0.1%	-6.8%	-1.5%	x	4.8%	-2.4%	-5.5
NC(=O)c1ccccc1Nc1nc(NCCO)nc(N2CCCC2)n1	-4.1%	x	10.9%	x	x	x	11.5%	-3.7%	3.5
CCc1ccc(S(=O)(=O)c2nnn3c2nc(N(C)Cc2ccccc2)c2cc(Cl)ccc23)cc1	0.5%	22.4%	7.9%	-6.9%	-4.3%	x	13.6%	-4.2%	-4.1

Screens as filed in PubChem BioAssay.

An excerpt, so the mix of outcomes need not match the whole.
